MBD2 inh: blocks human MBD2 binding to methylated DNA; Q9UBB5; TR-FRET, MBD2 binding to methylated oligonucleotide; inhibition, % at 4.4 µM; 370,000 compounds, 0.31% hits; AID 686964; in the data active = inhibition above about 13%
Target sequence (Q9UBB5 whole entry, looked up): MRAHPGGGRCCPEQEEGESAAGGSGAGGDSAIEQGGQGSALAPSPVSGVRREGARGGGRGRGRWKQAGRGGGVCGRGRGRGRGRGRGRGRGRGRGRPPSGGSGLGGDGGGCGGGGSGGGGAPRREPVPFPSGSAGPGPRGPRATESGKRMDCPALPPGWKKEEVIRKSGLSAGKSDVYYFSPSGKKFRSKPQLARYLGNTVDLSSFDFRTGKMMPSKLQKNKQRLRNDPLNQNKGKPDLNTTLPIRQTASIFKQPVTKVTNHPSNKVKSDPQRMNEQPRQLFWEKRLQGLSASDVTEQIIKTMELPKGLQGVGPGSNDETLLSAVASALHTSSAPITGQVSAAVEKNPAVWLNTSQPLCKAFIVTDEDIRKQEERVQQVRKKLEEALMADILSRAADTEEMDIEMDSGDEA
HTRA1 inhibitor: blocks human HTRA1 serine peptidase; Q92743; recombinant HTRA1, FP-rhodamine activity-based probe, fluorescence polarization; inhibition, % at 5.96 µM; 340,000 compounds, 0.5% hits; AID 504803; in the data active = inhibition above about 36%;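 note: 0% = enzyme with DMSO and 100% = wells lacking enzyme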
TCR CD3 inh: blocks the human TCR-CD3 interaction; TAMRA-labeled TCR probe fluorescence, biochemical; inhibition, % at 9.4 µM; 360,000 compounds, 0.37% hits; AID 651800; in the data active = inhibition above about 19%;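 note: recombinant mutant TCR 2C K166C tagged with TAMRA read by polarization; 0% = receptor in buffer alone and 100% = receptor with positive control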
NPR2 activator: GC-B (human) receptor activation. HEK293-GC-B cells, CNP EC30, cGMP TR-FRET; 0% at EC30 CNP, 100% saturating CNP. AID 1920062. activation, % at 10 µM. 370,000 compounds, 0.11% hits. P20594;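 active = activation at 10 µM reaching about 35% in either raw or pattern-adjusted values, limit read from the data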
rCAG binder: molecules binding r(CAG) RNA repeats. r(CAG) RNA repeat, TO-PRO-1 dye displacement fluorescence. inhibition, % at 3 µM. 370,000 compounds, 1.3% hits;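 active = inhibition above the plate cutoff, the mean of all test compounds on that plate plus 3 SD, cut at about 35% in these data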;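 note: 0% = DMSO alone and 100% = 100 µM mitoxantrone as full dye displacement; higher means more dye released from RNA so lower well fluorescence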
UHRF1 MBD2 ctr: UHRF1 methyl-DNA binding inhibition; Q96T88; UHRF1 binding to methylated oligo, TR-FRET; inhibition, % at 4.4 µM; 370,000 compounds, 0.75% hits; in the data active = inhibition above about 21%;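 note: UHRF1 SRA domain binding a hemimethylated CpG hairpin DNA probe; 0% = median of test compound wells and 100% = reference inhibitor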
PRMT1 inh: inhibitors of human PRMT1; AID 652257; 370,000 compounds, 1.3% hits; recombinant PRMT1, activity-based probe fluorescence polarization; inhibition, % at 2.79 µM;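 active = inhibition above about 21% made by adding two undisclosed values, limit read from the data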
SIAE primary: blocks human sialic acid acetylesterase; Q9HAT2; SIAE FP-Rh probe binding, fluorescence polarization; inhibition, % at 9.66 µM; 370,000 compounds, 0.69% hits;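 active = inhibition above a cutoff: mean of compounds within the control limits plus 3 SD of those, cut at about 17% in these data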;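 note: 0% = plate median of compound wells and 100% = probe without SIAE protein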
ABHD4 inh: inhibits mouse alpha/beta hydrolase domain 4 | purified mABHD4, FP-Rh probe fluorescence polarization | inhibition, % at 8.92 µM | Q8VD66 | AID 720543 | 370,000 compounds, 0.54% hits;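 active = inhibition exceeding the mean over every tested compound plus 3 SD, cut at about 30% in these data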;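 note: 0% = plate median of compound wells and 100% = S159A mutant with DMSO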
Target sequence (Q8VD66 whole entry, looked up, the tested form may be a part): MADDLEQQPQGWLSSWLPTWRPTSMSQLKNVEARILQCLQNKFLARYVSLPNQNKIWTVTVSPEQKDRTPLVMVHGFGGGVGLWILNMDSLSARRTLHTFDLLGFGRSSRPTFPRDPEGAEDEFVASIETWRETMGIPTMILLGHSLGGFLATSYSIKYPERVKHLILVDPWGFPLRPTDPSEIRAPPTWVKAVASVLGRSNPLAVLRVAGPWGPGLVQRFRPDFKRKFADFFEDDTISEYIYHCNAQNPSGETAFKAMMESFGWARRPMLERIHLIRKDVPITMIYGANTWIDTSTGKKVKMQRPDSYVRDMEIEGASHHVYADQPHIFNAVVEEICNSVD
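assay system = mABHD4 protein | compound dosing = single nominal dose of 8.92 µM, 0.89% DMSO final | read-out basis = percent inhibition of probe binding, normalized to plate controls | schedule = Enzyme–compound pre-incubation 45 min, then probe 60 min, both 25 °C | detection = fluorescence polarization, excitation 525 nm, emission 598 nm, BODIPY TMR filters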
GC-A act: GC-A (human) enzyme activation; activation, % at 10 µM; HEK293 GC-A cells, cGMP TR-FRET, EC30 ANP; 0% at EC30 ANP, 100% saturating ANP; P16066; 370,000 compounds, 0.14% hits; in the data active = activation above about 40%
Active calls of the source: *; . = no result given. An excerpt; count on the stated rates, not on these rows.

SMILES	MBD2 inh	HTRA1 inhibitor	TCR CD3 inh	NPR2 activator	rCAG binder	UHRF1 MBD2 ctr	PRMT1 inh	SIAE primary	ABHD4 inh	GC-A act
COc1ccc(CCNC(=O)CSc2nc3ccccc3o2)cc1OC	-1	-6	-5	4	-1	6	-3	2	-2	2
O=C1Nc2ccccc2C1=Nc1cccc([N+](=O)[O-])c1	-13	7	11	6	7	7	-3	5	3	-4
COc1ccc(OC)c(NC(=O)CSc2nnc(-c3ccco3)n2-c2ccc(C(=O)O)cc2)c1	-2	5	6	5	9	2	0	5	-1	-5
COc1ccc(C2/C=C\CN(C(=O)c3ccccc3)CC(=O)N2Cc2ccc(F)cc2)cc1 (stereo not given)	8	-3	4	0	-5	0	1	7	7	-3
O=C1[C@H]2[C@@H](c3ccccc3)N[C@]3(CCCN(Cc4ccccc4)C3=O)[C@H]2C(=O)N1Cc1ccccc1	-3	-24	1	2	3	0	1	2	9	5
CCCc1nc2ccc(C)cn2c1Cc1cccc(F)c1	10	.	-7	-6	0	18	2	5	8	-9
CSCCCc1cn([C@@H](CO)C(=O)NCCCCCCCCCCC(=O)N2CCNCC2)nn1	1	7	0	4	-9	6	0	3	5	1
CCOc1ccc(NC(=S)N2CCC(NC(=O)c3ccccc3C)CC2)cc1	-2	1	2	5	3	2	-4	2	-1	0
Cc1[nH]c(=S)[nH]c(=O)c1Cc1ccccc1	-1	0	2	1	5	3	1	0	3	0
Cc1nnsc1SCC(=O)O	3	0	3	0	3	3	1	5	-3	0
Cc1ccc(NC(=O)CN2C(=O)NC(C)(C3CC3)C2=O)c(C)c1 (stereo not given)	2	0	-7	11	3	8	0	4	-9	-3
CC(=O)OC[C@H]1O[C@@H](O[C@H]2C[C@]3(C)C(C[C@@H](O)C4C([C@]5(C)CC[C@@H](C(C)(C)O)O5)CC[C@]43C)[C@@]3(C)CC[C@H](O)C(C)(C)C23)[C@H](O[C@@H]2O[C@@H](C)[C@H](O)[C@@H](O)[C@H]2O)[C@@H](O)[C@@H]1O (stereo not given in full)	3	-1	0	6	-8	-1	1	-3	4	-1
CC(=O)c1c(C)nc(-c2cccc([N+](=O)[O-])c2)n1O	2	9	-1	-2	1	2	-1	7	8	0
CN(CC(=O)Nc1cccc2ccccc12)c1ccc(S(=O)(=O)N2CCOCC2)cn1	-6	2	-3	1	2	-1	2	3	4	-2
Oc1ccc(/C=N/Nc2cc(N3CCOCC3)nc(N3CCOCC3)n2)cc1O	-9	11	0	-4	12	-5	2	12	21	-2
CC(C)NC(=O)NC(=O)COC(=O)c1ccc(OC(F)(F)F)cc1	0	5	3	0	-4	0	2	5	-2	0
C/C(CC(=O)NC1CCCCC1)=N\NC(=O)c1ccccc1C	-5	-1	1	2	0	3	4	1	-2	3
CC1CCc2c(sc3ncnc(NCc4cccnc4)c23)C1 (stereo not given)	-4	-1	1	.	-4	-4	-2	0	-3	.
COc1ccccc1N1CCN(Cc2ccco2)CC1	2	1	9	-4	0	2	5	-68	8	-5
O=C(CSc1ccc(-c2ccncc2)nn1)N1CCCC1	-5	3	4	-1	-1	-2	-5	-4	-1	-5
CC(C)CCNC(=O)C1(O)c2ccccc2NC(=O)N1c1ccc(Cl)cc1 (stereo not given)	-4	-8	6	-2	0	1	-3	-3	3	1
CCOC(=O)C1=C(O)/C(=C/c2ccc(OCC(=O)O)c(OC)c2)SC1=Nc1ccc(OCC)cc1	-2	-18	5	2	38*	3	1	-37	-23	1
CCCCN(CC(=O)NCc1ccc(F)cc1)C(=O)c1ccco1	4	-2	-3	.	-3	1	6	-6	1	.
COc1ccc(N2C(=O)C3C(c4ccc(OC)cc4O)NC(Cc4ccccc4)(C(=O)O)C3C2=O)cc1 (stereo not given)	2	3	-1	2	4	2	0	4	7	0
c1ccc(-c2nc(C3CCCCC3)no2)cc1	1	5	-1	0	0	4	2	-1	-3	2
COc1ccc2nc(NCCO)[nH]c2c1	0	2	-1	-2	-1	1	-1	5	3	-5
COc1ccc(NS(=O)(=O)c2cc(NC(=O)C3=NN(c4ccccc4)C(=O)CC3)ccc2C)cc1	-5	-28	2	-6	11	0	2	-7	-17	-3
CCn1c(SCC(=O)N/N=C/C=C/c2ccco2)nnc1-c1ccccc1	-7	11	9	-3	-1	-3	10	2	8	-2
COc1cc2c(cc1OC)C(c1ccccc1)N(Cc1ccc(S(=O)(=O)NC(=O)c3ccco3)cc1)CC2 (stereo not given)	4	.	1	3	40*	16	7	3	3	-2
COc1cccc(-c2cnc(OC(C)(C)C)nc2OC(C)(C)C)c1	-6	1	4	1	-4	0	-1	-1	1	-2
CCOc1ccc(CN2CCNC(=O)C2CC(=O)NCc2csc(C)n2)cc1 (stereo not given)	1	1	5	3	3	-2	2	-11	-6	0
C#CCCCc1nc2ccccc2c(=O)n1N	5	3	-6	-2	-3	3	4	-3	-7	-1
COc1ccc2cc(CN(Cc3cccnc3)S(=O)(=O)c3ccccc3)c(=O)[nH]c2c1	2	-4	-4	3	-4	3	0	1	-4	-2
C[C@@H]1CN([C@H](C)CO)C(=O)CCCn2nncc2CO[C@H]1CN(C)C(=O)C1CC1	10	2	-5	1	1	17	3	-3	3	3
CCCCn1c2c(cc(C(=O)OC)c1=O)C(=O)CCC2	1	1	-9	1	4	-1	7	1	6	1
COC(=O)[C@]1(C)N[C@H](c2ccc(-c3cccc(Cl)c3)c(OC)c2)[C@@H]2C(=O)N(C)C(=O)[C@@H]21	-3	-7	1	9	-4	-1	2	-4	0	2
CCOc1ccc2nc(NC(=O)C3(C)CC3(Br)Br)sc2c1 (stereo not given)	6	-20	-4	-1	-1	3	2	-9	-10	2
Oc1ccc2ccccc2c1CN1CCCCC1	-1	-11	-2	-2	9	2	3	-4	8	0
O=C(CCc1ccccc1)N1CCN(c2ccc(Cl)cc2)CC1	-7	-4	4	-7	-6	-3	-1	3	-2	-6
COc1ccc([N+](=O)[O-])cc1N(CC(O)CN1C(=O)NC(C)(C)C1=O)S(=O)(=O)c1ccccc1 (stereo not given)	-3	-3	-2	2	2	1	1	-6	5	3

5 compounds out of the list above, ordered by the number in HTRA1 inhibitor, descending.
SMILES,HTRA1 inhibitor
c1ccc(-c2nc(C3CCCCC3)no2)cc1,5
COc1ccc([N+](=O)[O-])cc1N(CC(O)CN1C(=O)NC(C)(C)C1=O)S(=O)(=O)c1ccccc1 (stereo not given),-3
COc1ccc2cc(CN(Cc3cccnc3)S(=O)(=O)c3ccccc3)c(=O)[nH]c2c1,-4
COC(=O)[C@]1(C)N[C@H](c2ccc(-c3cccc(Cl)c3)c(OC)c2)[C@@H]2C(=O)N(C)C(=O)[C@@H]21,-7
Oc1ccc2ccccc2c1CN1CCCCC1,-11

Following part
SMILES	MBD2 inh	HTRA1 inhibitor	TCR CD3 inh	NPR2 activator	rCAG binder	UHRF1 MBD2 ctr	PRMT1 inh	SIAE primary	ABHD4 inh	GC-A act
NC(=O)c1ccccc1OCC(=O)Nc1ccc(Cl)c(Cl)c1	0	-28	-3	-6	0	-1	1	-10	-11	-5
COc1ccc(CN2CCCC(C(=O)c3cccc(C(F)(F)F)c3)C2)cc1O (stereo not given)	1	1	0	4	-6	-1	-8	5	8	3
Fc1cccc(NC(=S)NCc2ccccc2Cl)c1	-3	-12	-9	5	4	4	5	-3	-3	5
Cc1ccc(-n2nc3c(c2NC(=O)c2ccc(F)c(F)c2)CS(=O)(=O)C3)cc1	-1	-1	8	1	2	-2	1	-2	3	-3
CC(=NNc1nc2ccccc2o1)c1ncccn1	-2	11	-2	-4	2	0	0	7	31*	-16
COc1ccc(-n2c(SCc3cn4c(C)cccc4n3)nc3ccccc3c2=O)cc1OC	-6	-18	-3	12	-4	-1	2	1	-4	1
CCOC(=O)N1CCN(C(=O)CN(C2CCCCC2)S(=O)(=O)c2ccc(F)cc2)CC1	9	0	-1	2	-7	-1	3	0	-4	2
CCC(=O)n1nc(-c2ccc(Cl)cc2)nc1NCc1ccccc1	-9	6	-6	-5	0	-1	-3	2	1	-4
COC(=O)CN1C(=O)[C@H]2[C@@H](/C=C/c3ccccc3)N3C(=O)CN(CCO)C(=O)[C@@]3(Cc3ccccc3)[C@H]2C1=O	0	-6	0	5	-4	-1	0	-1	-3	1
COc1cccc(/C=N/NC(=O)C(=O)N/N=C/c2cccc(OC)c2OC)c1OC	0	4	2	1	0	-1	0	4	7	4
CCNC(=O)C1(C)CCCN(C(=O)c2cccnc2Oc2ccccc2)C1 (stereo not given)	-1	.	-6	3	1	6	13	4	-8	6
COc1ccc(NC(=O)/C=C/c2cccc(C(F)(F)F)c2)cn1	-2	-22	-1	4	-1	-2	3	-13	-7	11
CCOCCn1c(C(C)O)nc2ccccc21 (stereo not given)	7	0	-5	-4	5	7	0	-6	-13	1
O=C(NCCC(=O)N(Cc1ccco1)Cc1cccs1)c1ccccc1Cl	2	1	4	-1	4	-1	3	3	8	-3
O=C(COC(=O)c1cc(=O)[nH]c2ccccc12)NCc1ccc(Cl)cc1	1	-8	0	-7	2	-1	-3	-18	2	-5
BrC(=C\c1ccccc1)/C=N/n1cnnc1	6	1	-10	1	2	3	11	-10	-8	-4
CCOc1ccc(N=C2NC(=O)C(CC(=O)Nc3ccccc3)S2)cc1 (stereo not given)	3	-15	0	-2	-4	1	1	-2	2	-3
NC(=O)c1ccc(NC(=O)Cc2cccs2)cc1	0	-7	-5	-2	18	1	4	4	10	0
COc1cc(NC(=O)C2CCCCC2)c(OC)cc1NC(=O)CCC(=O)NCc1ccco1	-5	0	6	4	-1	-2	0	9	5	1
COc1ccccc1NS(=O)(=O)c1cc(NC(=O)Cn2cnc3c2c(=O)n(C)c(=O)n3C)ccc1C	0	6	12	-1	3	1	4	4	-4	0
C=CCNC(=O)c1onc(CSc2cccc(OC)c2)c1C(=O)O	-3	3	2	8	11	0	2	4	5	0
O=C(c1ccco1)N1CCN(c2cc(C(F)(F)F)nc3ncnn23)CC1	3	0	0	-4	-1	3	-2	4	4	1
NC(=O)c1ccc(NC(=O)COc2coc(CN3CCc4ccccc4C3)cc2=O)cc1	3	-9	8	-4	3	2	3	0	5	0
COC(=O)c1cc(OC)c(OC)cc1NC(=O)Nc1ccc(OC)cc1	2	4	1	2	0	-1	0	-2	-5	-3
CN1CCN(c2ccc(NC(=O)c3ccccc3)cc2)CC1	-4	4	3	-2	-1	-2	-3	6	2	2
CC(NC(=O)c1sc2ccccc2c1Cl)C1CCCO1 (stereo not given)	-5	-3	8	-5	-5	1	-1	0	-1	-1
O=C(O)c1cc(-n2nnnc2SCc2ccc([N+](=O)[O-])cc2)ccc1Cl	0	16	-1	10	6	2	3	-4	-1	-1
COc1cccc(C(=O)NCC(c2cccs2)N2CCc3ccccc32)c1 (stereo not given)	0	-8	7	-4	1	3	1	6	-2	0
Cc1ccc(C(=O)N2CC(C(=O)O)C2)cc1	-1	.	-4	4	2	2	1	10	4	0
O=c1cc(-c2ccccc2Cl)oc2c(NS(=O)(=O)c3cccs3)ccc(O)c12	-4	-23	1	4	23	-2	0	-8	-4	0
COc1ccc(/C(N)=N/OC(=O)Cc2ccccc2OC)cc1	-4	-6	12	-6	-5	1	1	-1	3	2

Two compounds drawn at random from the list so far:
SMILES	MBD2 inh	HTRA1 inhibitor	TCR CD3 inh	NPR2 activator	rCAG binder	UHRF1 MBD2 ctr	PRMT1 inh	SIAE primary	ABHD4 inh	GC-A act
O=c1cc(-c2ccccc2Cl)oc2c(NS(=O)(=O)c3cccs3)ccc(O)c12	-4	-23	1	4	23	-2	0	-8	-4	0
O=C(O)c1cc(-n2nnnc2SCc2ccc([N+](=O)[O-])cc2)ccc1Cl	0	16	-1	10	6	2	3	-4	-1	-1
